NALP3 yeast inh: inhibitors of NALP3 inflammasome in yeast | inhibition, % at 10 µM | 0.39% of 330,000 active | Yeast reconstituted NLRP3/ASC/caspase-1, beta-gal luminescence, 24 h | AID 2825;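 active = inhibition of 50% or more; inactive = inhibition below 50%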;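 also: plate controls were induced DMSO wells for no effect and uninduced yeast grown without galactose for full effect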
tim10-1 inh: tim10-1 yeast growth inhibition | S. cerevisiae tim10-1 ts strain growth, BacTiter-Glo, 24 h | inhibition, % at 20 µM | 2.2% of 330,000 active;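 active = inhibition of at least 40%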;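 also: mutant grown at 25 °C; 0% = DMSO wells with yeast and 100% = wells holding no yeast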
APJ ag: APJ receptor agonism. activation, % at 20 µM. 0.11% of 330,000 active. AID 2520. P35414. CHO-K1 APJ PathHunter beta-arrestin, luminescence; 0% DMSO wells, 100% apelin;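 active = activation more than six SD over the plate average, tested at 20 µM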;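 also: 0% = DMSO alone and 100% = apelin-13 at 10 nM; some results filed as inactive read as strong as hits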
Target sequence (P35414 whole entry, looked up): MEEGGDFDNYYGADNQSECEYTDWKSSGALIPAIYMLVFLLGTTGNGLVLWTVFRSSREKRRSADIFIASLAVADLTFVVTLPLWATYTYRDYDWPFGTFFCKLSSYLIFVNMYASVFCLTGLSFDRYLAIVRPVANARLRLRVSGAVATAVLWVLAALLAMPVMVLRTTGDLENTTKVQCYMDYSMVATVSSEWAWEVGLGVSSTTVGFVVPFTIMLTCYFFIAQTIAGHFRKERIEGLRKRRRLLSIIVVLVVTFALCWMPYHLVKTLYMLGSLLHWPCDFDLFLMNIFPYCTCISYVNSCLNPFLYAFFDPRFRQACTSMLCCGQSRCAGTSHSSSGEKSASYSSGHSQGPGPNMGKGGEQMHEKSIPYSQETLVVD
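assay system = CHO-K1 APJ beta-arrestin complementation cell line | input = cell density 1000 per well | dosing = compound 20 µM once, DMSO 1% | timing = compound 90 min 25 °C, reagent 1 h | measured by = luminescence from split beta-galactosidase complementation, Galacton Star/Emerald II substrate | read-out basis = APJ agonist activity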
TIM10 inh: growth inhibitors of TIM10 yeast strain; S. cerevisiae TIM10 strain growth, BacTiter-Glo luminescence, 24 h; inhibition, % at 10 µM; 1.4% of 330,000 active; AID 463195;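 active = inhibition of 40% or more at the single tested concentration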;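 also: wild-type TIM10 isogenic control strain grown at permissive 25 °C; 0% = DMSO yeast wells and 100% = minimal medium wells without yeast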
beta cell repl: induces beta-cell replication in MIN6 cells | proliferation, % at 10 µM | MIN6 cells proliferation, ATPlite luminescence, 48 h; cells starved in 0.2% serum; 100% = growth in 10% serum | 0.29% of 330,000 active | AID 2380;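 active = compounds whose signal lies at least 3.5 SD above the mean of all wells on their plate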;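 also: 0% = DMSO-treated cells in low-serum medium and 100% = 10% serum control; some compounds called inactive have numbers as strong as hits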
MPTP inh: permeability transition pore inhibition | inhibition, % at 10 µM | isolated mouse mitochondria, Ca2+ swelling absorbance, 30 min | 1.4% of 360,000 active | AID 602449;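 active = inhibition of 50% or more, scaled per plate between neutral and stimulator controls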;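 also: 0% = DMSO wells given calcium and 100% = 1 mM EGTA wells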
APJ antag: APJ receptor antagonism; P35414; CHO-K1 APJ beta-arrestin complementation, luminescence; inhibition, % at 20 µM; 0.32% of 330,000 active; AID 2521;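 active = inhibition above about 40% at 20 µM, limit read from the data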;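 also: cells challenged with 10 nM apelin-13 agonist together with compound; plate controls were apelin-13 plus DMSO wells for no effect and DMSO wells lacking apelin-13 for full effect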
GRIN3A LBD mod: modulates the human NR3A ligand-binding domain | Tm shift relative to glycine control, % at 25 µM | NR3A LBD differential scanning fluorimetry, Tm shift; 0% = protein alone, 100% = glycine-bound protein | AID 1259313 | 2.5% of 340,000 active;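 active = melting temperature shift of at least 10% of the positive control shift, at one fixed dose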
tim23-1 inh: growth inhibitors of tim23-1 mutant yeast. 1.3% of 330,000 active. inhibition, % at 20 µM. S. cerevisiae tim23-1 growth, BacTiter-Glo luminescence, 24 h;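 active = growth inhibition of the mutant yeast at or above 50%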;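 also: temperature-sensitive mutant grown at 25 °C; plate controls were DMSO-treated mutant yeast for no effect and medium wells lacking yeast for full effect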
The depositor's hits bear a star; / = not tested or not shown.

SMILES	NALP3 yeast inh	tim10-1 inh	APJ ag	TIM10 inh	beta cell repl	MPTP inh	APJ antag	GRIN3A LBD mod	tim23-1 inh
CSc1ncccc1C(=O)Nc1nc2ccc(Oc3ccccc3)cc2s1	-3	16	1	-9	-6	6.0	6	7	15
Cc1cnc(NC(=O)CN(C)S(=O)(=O)c2ccc(Cl)cc2)s1	7	13	5	-10	3	0.5	-7	2	-9
COc1ccc(C(C(=O)NC2CCCCC2)N(C(=O)CCl)c2ccc(Cl)cc2)cc1 (stereo unspecified)	1	21	4	19	-6	0.6	4	-2	17
CCOC(=O)c1cnc(-c2ccccc2)nc1Oc1cccc(Cl)c1	29	21	4	10	-3	-2.5	-2	14*	15
CCN(CC)C(=O)c1[nH]cnc1C(=O)Nc1ccccc1	-1	19	-2	4	3	-1.3	-4	0	13
O=C(COC(=O)c1ccc(S(=O)(=O)N2CCOCC2)cc1)NC1CCCCCC1	17	13	0	7	3	0.8	5	1	7
CCOc1ccc(/C=N/N2CCN(Cc3ccccc3)CC2)cc1	25	9	3	3	-3	-0.1	-31	0	22
Cc1cc(=O)oc2cc(OCC(=O)OCC(=O)Nc3ccccc3Br)ccc12	6	13	-4	-4	0	0.5	-2	-2	8
CC(C)c1onc(C(=O)NCCc2ccccc2)c1[N+](=O)[O-]	11	10	-2	-9	-6	1.3	-4	4	3
Cc1ccc(Nc2cc(=O)[nH]c(=O)[nH]2)cc1C	19	-9	0	-9	-3	-1.2	-1	1	4
O=C(CSc1ccccn1)N1CCN(C(=O)CSc2ccccn2)CC1	8	3	-2	-9	0	-2.2	-7	1	10
COC(=O)CNC(=O)Cc1c(F)cccc1Cl	2	13	-2	20	-2	-0.6	9	0	15
CN(C)c1ccc(P(=O)(Nc2ccc([N+](=O)[O-])cc2)N2CCOCC2)c(NC(=O)c2cccs2)c1 (stereo unspecified)	7	6	0	7	-1	2.8	1	1	15
Cc1nnc(SCC(=O)NCCc2ccccc2)s1	17	13	-5	13	1	-0.1	-6	-2	6
COC(=O)c1nnn(-c2nc(N3CCOCC3)nc(N3CCOCC3)n2)c1C	3	4	-4	14	-2	0.7	-1	0	2
O=C(c1cccs1)N1CCN=C1SCc1cccnc1	5	25	-6	-8	0	-0.1	18	-1	13
CCCCN(C)CCNC(=O)c1cc2c(-c3cccc(OC)c3)nn(C)c2s1	9	19	-3	1	-3	-0.9	-9	1	7
O=c1[nH]c(=S)ccn1C1OC(CO)C(O)C1O (stereo unspecified)	4	-8	-5	-6	5	-0.7	17	-3	-3
COc1ccc(-c2csc3nc(-c4ccccc4OC)oc(=O)c23)cc1	29	-2	-2	-25	-6	2.3	1	-1	6
COc1ccccc1N1N=C(c2ccc([N+](=O)[O-])cc2)CC1c1ccccc1 (stereo unspecified)	24	9	-5	2	-3	3.6	26	4	23
COc1ccc(NC(=O)COC(=O)c2ccc3ccccc3n2)cc1	17	-14	-2	2	2	-3.0	16	1	8
Cc1noc(/C=C/NCc2cccnc2)c1S(=O)(=O)N(C)CC(=O)N1CCc2ccccc21	10	24	-3	7	-7	0.8	5	4	9
CCN1CCN(C(CNS(=O)(=O)c2ccc(F)cc2)c2cccnc2)CC1 (stereo unspecified)	11	-21	-4	-5	-4	-0.5	-19	-2	-15
CC(C)Cc1ccccc1O	16	-7	8	1	-4	/	-3	/	7
COC(=O)N/N=C\c1ccc(OC/C=C/c2ccccc2)cc1	34	-7	1	3	-2	-0.1	-12	-3	10

3 structures out of the list, ordered by SMILES length, rising.
SMILES	NALP3 yeast inh	tim10-1 inh	APJ ag	TIM10 inh	beta cell repl	MPTP inh	APJ antag	GRIN3A LBD mod	tim23-1 inh
CC(C)Cc1ccccc1O	16	-7	8	1	-4	/	-3	/	7
CCOc1ccc(/C=N/N2CCN(Cc3ccccc3)CC2)cc1	25	9	3	3	-3	-0.1	-31	0	22
CCCCN(C)CCNC(=O)c1cc2c(-c3cccc(OC)c3)nn(C)c2s1	9	19	-3	1	-3	-0.9	-9	1	7

Carrying on.
SMILES	NALP3 yeast inh	tim10-1 inh	APJ ag	TIM10 inh	beta cell repl	MPTP inh	APJ antag	GRIN3A LBD mod	tim23-1 inh
COc1ccc(/C=N/n2c(N)nc(-c3ccccc3)c2-c2ccccc2)cc1	-43	15	-1	-2	-3	2.5	9	-14	30
O=C(O)CN1C(=O)/C(=C\c2cccc(OCc3ccc(Cl)cc3)c2)SC1=S	36	23	-1	13	-4	2.8	6	5	30
CN(c1ccccc1C(=O)Nc1ccc(S(=O)(=O)N2CCCC2)cc1)S(C)(=O)=O	2	1	-4	2	-2	-1.2	14	-1	9
N#Cc1c(N2CCCCC2)nc(N)c2c(N)nc(SCC(=O)O)cc12	9	5	-7	8	-4	1.4	36	-3	19
O=C(NC1CC1)C1CC(=O)N(c2ccccc2)C1 (stereo unspecified)	20	-4	-1	-19	0	-0.7	0	-2	-2
O=C1CSC(c2ccccc2)N1c1nc(-c2ccc(Cl)cc2Cl)cs1 (stereo unspecified)	5	0	-3	-7	-6	1.4	-5	-1	-3
Nc1ccc(-c2nc3nc(N)nc(N)c3nc2-c2ccc(N)cc2)cc1	16	11	-4	-8	0	-0.5	17	-2	-3
COc1ccccc1CNC(=O)CSc1nnc2c(n1)[nH]c1ccc(F)cc12	4	-14	-3	8	-1	2.3	6	0	4
CCOC(=O)Cn1c(CN2CCN(C(=O)c3ccco3)CC2)nc2c1c(=O)n(C)c(=O)n2C	5	-2	-6	1	-4	-1.3	0	1	-4
O=C(O)c1ccc(NC(=O)c2ccc3c(c2)C(=O)N(c2ccccc2)C3=O)cc1	10	-17	-5	6	2	0.1	-8	7	20
Cc1ccc(NC(=O)c2cc([N+](=O)[O-])ccc2N2CCOCC2)cc1S(=O)(=O)N1CCOCC1	18	11	-1	0	3	-0.4	10	2	2
O=C(O)C1C2C=CC(O2)C1C(=O)Nc1ccccc1C(F)(F)F (stereo unspecified)	-6	2	-1	-8	-2	-8.2	23	7	5
Cc1n[nH]c(C)c1CNCc1c(C(=O)N2CCCCCCC2)nc2ccc(Cl)cn12	22	-6	-1	4	1	-0.1	1	0	22
COc1ccc(C(C(=O)NC2CCCC2)N(CCC(C)C)C(=O)CCC(=O)Nc2cc(C)on2)cc1 (stereo unspecified)	5	17	-3	8	2	-1.4	9	1	15
C=CCN=C(NC#N)SCC(=O)c1cccc(OC)c1	1	28	-6	-4	0	0.4	19	0	8
C=CCSc1nnc(-c2ccccc2NC(=O)CC)c(=O)[nH]1	6	14	-1	7	0	-4.2	4	0	7
O=C(NCc1cccs1)c1ccc2ccccc2n1	11	23	-3	14	0	-1.0	10	0	5
CCCOc1ccc(C(=O)N/N=C/c2c[nH]c3ccc(Br)cc23)cc1	18	43*	-4	18	-6	2.1	-11	37*	55*
CCOc1ccccc1NC(=O)CN1C(=O)NC(Cc2c[nH]c3ccccc23)C1=O (stereo unspecified)	4	1	4	8	-1	-2.3	-9	-1	-9
CCn1c(CC(=O)Nc2ccc(F)cc2)nnc1SCC(=O)NC1=NCCS1	14	-26	-1	7	12	-1.1	2	-1	-1
CCOc1ccc(CN2CCN(Cc3cnc(N4CCOCC4)s3)CC2CCO)cc1 (stereo unspecified)	4	6	6	-6	0	-0.4	-10	-1	7
CCCn1c(=O)[nH]c(=O)c2c1nc(-c1ccccc1)n2CCN1CCOCC1	2	6	-5	6	1	1.7	12	0	5
Cn1cnnc1SCc1nnc(-c2ccccc2Br)o1	13	-18	-1	-3	-1	0.3	19	0	-5
CC(O)CNc1nc2c(c(=O)n(C)c(=O)n2C)n1CCc1ccccc1 (stereo unspecified)	3	10	-3	-14	1	-1.0	24	2	-8
CCN(CC)c1ccc(C2CC(=O)NC3=C2C(=O)CC(C)(C)C3)cc1 (stereo unspecified)	22	-9	1	-8	0	-0.7	6	3	5

Part of the list above in order of heavy-atom count, low to high.
SMILES	NALP3 yeast inh	tim10-1 inh	APJ ag	TIM10 inh	beta cell repl	MPTP inh	APJ antag	GRIN3A LBD mod	tim23-1 inh
O=C(NC1CC1)C1CC(=O)N(c2ccccc2)C1 (stereo unspecified)	20	-4	-1	-19	0	-0.7	0	-2	-2
C=CCN=C(NC#N)SCC(=O)c1cccc(OC)c1	1	28	-6	-4	0	0.4	19	0	8
C=CCSc1nnc(-c2ccccc2NC(=O)CC)c(=O)[nH]1	6	14	-1	7	0	-4.2	4	0	7
CCN(CC)c1ccc(C2CC(=O)NC3=C2C(=O)CC(C)(C)C3)cc1 (stereo unspecified)	22	-9	1	-8	0	-0.7	6	3	5
Nc1ccc(-c2nc3nc(N)nc(N)c3nc2-c2ccc(N)cc2)cc1	16	11	-4	-8	0	-0.5	17	-2	-3
O=C(O)CN1C(=O)/C(=C\c2cccc(OCc3ccc(Cl)cc3)c2)SC1=S	36	23	-1	13	-4	2.8	6	5	30
CCn1c(CC(=O)Nc2ccc(F)cc2)nnc1SCC(=O)NC1=NCCS1	14	-26	-1	7	12	-1.1	2	-1	-1
O=C(O)c1ccc(NC(=O)c2ccc3c(c2)C(=O)N(c2ccccc2)C3=O)cc1	10	-17	-5	6	2	0.1	-8	7	20
Cc1n[nH]c(C)c1CNCc1c(C(=O)N2CCCCCCC2)nc2ccc(Cl)cn12	22	-6	-1	4	1	-0.1	1	0	22
CCOC(=O)Cn1c(CN2CCN(C(=O)c3ccco3)CC2)nc2c1c(=O)n(C)c(=O)n2C	5	-2	-6	1	-4	-1.3	0	1	-4
Cc1ccc(NC(=O)c2cc([N+](=O)[O-])ccc2N2CCOCC2)cc1S(=O)(=O)N1CCOCC1	18	11	-1	0	3	-0.4	10	2	2
COc1ccc(C(C(=O)NC2CCCC2)N(CCC(C)C)C(=O)CCC(=O)Nc2cc(C)on2)cc1 (stereo unspecified)	5	17	-3	8	2	-1.4	9	1	15

Other structures:
SMILES	NALP3 yeast inh	tim10-1 inh	APJ ag	TIM10 inh	beta cell repl	MPTP inh	APJ antag	GRIN3A LBD mod	tim23-1 inh
COc1ccc(Cl)cc1NC(=O)NCC1CCN(C(=O)OC(C)(C)C)CC1	11	17	-4	6	-4	11	-3	-3	15
C=CCOc1cccc(C(=O)/C=C2/C(=O)Nc3ccccc32)c1	23	21	2	85*	-6	-2.2	-1	-15	76*
O=C(C1CCOCC1)N1CCCC(N2CCN(c3cccc(C(F)(F)F)c3)CC2)C1 (stereo unspecified)	8	1	2	8	2	0.6	-14	-1	0
Cc1ccc(CNC(=O)c2ccc(CNS(=O)(=O)c3ccc4c(c3)C(C)(C)C(=O)N4C)cc2)o1	12	9	-3	4	-2	-1.3	-4	2	7
CCOC(=O)c1c(-c2ccccc2)csc1NC(=O)C(C)NCCCN1CCOCC1 (stereo unspecified)	21	-18	-3	7	-5	0.4	14	-1	3
CN(C)C(=C(C#N)C#N)N1CCN(c2ccc(Cl)c(Cl)c2)CC1	-15	42*	2	8	-4	2.8	-13	-23	27
CCOC(=O)CSc1nnc(NC(=O)c2cccc([N+](=O)[O-])c2)s1	12	26	-3	24	-2	0.1	11	-2	12
CCOc1ccc(Oc2ccccc2NC(=O)CN2C(=O)NC3(CCCC3)C2=O)cc1	15	13	-5	1	0	-1.9	6	1	-6
Cc1ccc(NS(=O)(=O)c2ccc3c(c2)n(C)c(=O)n3C)c(C)c1	14	-3	-3	-1	-1	0.6	6	-3	5
O=C(CCSc1ccc(Cl)cc1)Nc1cccnc1	6	16	-1	1	-3	2.0	15	2	7
CC1Cc2cc(S(=O)(=O)N3CCC(C(=O)NCc4ccco4)CC3)ccc2N1C(=O)C1CCC1 (stereo unspecified)	6	25	-2	9	-2	-2.3	0	-2	17
